# High-throughput results as filed in PubChem.
# FN deposit inh – fibronectin deposition inhibition; 0.086% of 350,000 active; AH1F fibroblasts, Alexa488-fibronectin deposition fluorescence, overnight; inhibition, % at 12.6 µM;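 active = mean inhibition across replicates of 30% or more, regardless of how many single replicates reach that level; inconclusive = mean under 30% yet at least half of replicates reach 30%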;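 note: positive control wells lacked labelled fibronectin entirely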
#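 Test system: AH1F fibroblast monolayer depositing Alexa488-labelled fibronectin into matrix. Input: 10000 cells per well. Technique: fluorescence, ex 485 nm, em 525 nm. Buffer or medium: DMEM plus 2% serum, read in PBS. Timing: 1 h cell adhesion before compound, then overnight fibronectin incubation. Compound: single dose, pinned. Read-out basis: inhibition from reduced deposited-fibronectin fluorescence.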
# S100A4 MyoIIA – S100A4-myosin IIA interaction inhibition | 0.14% of 360,000 active | inhibition, % at 10.7 µM | S100A4/TAMRA-MyoIIA peptide fluorescence polarization;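 active = mean inhibition of at least 70% across replicates, with every replicate also reaching that level; inconclusive = mean inhibition reaches 70% but some replicates fall short; inactive = mean inhibition below 70%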
# Target sequence (P26447 whole entry, looked up): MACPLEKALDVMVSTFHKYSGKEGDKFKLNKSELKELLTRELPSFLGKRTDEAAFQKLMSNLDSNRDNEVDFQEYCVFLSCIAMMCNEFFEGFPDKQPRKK
#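 Assay system: human S100A4 monomer with TAMRA-labelled myosin IIA peptide / Buffer or medium: Calcium-containing HEPES buffer, pH 7.2 / Reagent: TAMRA-labelled myosin IIA heavy-chain peptide probe, 5 nM / Compound: one dose per compound / Timing: polarization read 5 min after assay mix addition, stable 5–60 min / Benchmarks: neutral control DMSO, positive control TFP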
# RAD54 inh – RAD54 (human) branch migration inhibition. AID 602329. Q92698. RAD54 Holliday junction branch migration, FAM/BHQ fluorescence. 0.14% of 360,000 active. inhibition, % at 10.4 µM;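 active = mean normalized replicate activity at least 40 and at least half of replicates scoring 40 or more; inconclusive = only one of the two criteria met; inactive = mean below 40 and under half of replicates reaching 40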;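 note: 0% = median of neutral control wells and 100% = median of positive control wells; inhibitors cause a drop in the FAM fluorescence signal; in these data hits start at about 50%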
# Target sequence (Q92698 whole entry, looked up): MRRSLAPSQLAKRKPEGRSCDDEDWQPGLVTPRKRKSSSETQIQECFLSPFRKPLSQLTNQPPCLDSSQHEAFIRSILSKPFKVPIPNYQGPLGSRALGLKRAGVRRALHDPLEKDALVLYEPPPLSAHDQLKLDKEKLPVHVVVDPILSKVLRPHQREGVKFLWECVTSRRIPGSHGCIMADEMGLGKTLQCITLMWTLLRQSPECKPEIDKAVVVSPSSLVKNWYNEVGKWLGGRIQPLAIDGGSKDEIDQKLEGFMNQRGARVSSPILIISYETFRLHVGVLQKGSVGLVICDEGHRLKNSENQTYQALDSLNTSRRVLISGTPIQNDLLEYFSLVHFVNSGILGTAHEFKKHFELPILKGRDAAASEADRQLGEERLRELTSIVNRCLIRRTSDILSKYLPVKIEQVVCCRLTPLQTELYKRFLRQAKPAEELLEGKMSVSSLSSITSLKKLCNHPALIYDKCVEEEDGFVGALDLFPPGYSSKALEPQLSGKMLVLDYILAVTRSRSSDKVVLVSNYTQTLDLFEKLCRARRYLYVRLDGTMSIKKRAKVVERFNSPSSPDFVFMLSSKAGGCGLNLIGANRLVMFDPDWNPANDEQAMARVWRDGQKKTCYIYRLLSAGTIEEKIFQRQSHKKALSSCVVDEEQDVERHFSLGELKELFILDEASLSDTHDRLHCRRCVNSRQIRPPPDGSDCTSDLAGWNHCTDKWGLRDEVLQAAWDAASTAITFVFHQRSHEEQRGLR
# XiGFP reactiv – reactivates the inactive X chromosome in mouse fibroblasts; XiGFP mouse fibroblasts, % GFP-positive cells imaging, 3 d; cells co-treated with 5-aza-dC sensitizer; scaled so ellipticine positive control = 100%; activation, % at 7.58 µM; 0.055% of 360,000 active;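 active = mean normalized replicate activation at least 10% and every replicate at or above 10%; inconclusive = only one of the two criteria met; inactive = mean below 10% and not all replicates reach 10%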;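 note: 0% = median of on-plate neutral control wells and 100% = ellipticine 6 µM median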
#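 Material: XiGFP fibroblasts, SV40-immortalized. Buffer or medium: DMEM plus 5-aza-dC sensitizer. Compound: single concentration per compound, delivered by pin transfer. Times: 3 days compound exposure. Controls: ellipticine 6 µM.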
# esBAF inh – SWI/SNF esBAF complex inhibition; mouse ES cells, Bmi1-luciferase knock-in reporter, 24 h; 100% = twice the neutral-well signal; reporter increase, % at 12.5 µM; 2% of 350,000 active; AID 602393; in the data active = activation above about 40%; inconclusive = no clear call, values can overlap the other calls;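 note: 0% = median of the plate's neutral control wells and 100% = double that signal; a rise in the Bmi1 reporter signal indicates esBAF inhibition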
# EWS-Fli inh – blocks EWS/Fli oncoprotein-driven transcription. inhibition, % at 12.6 µM. A673 NR0B1-luciferase reporter, viability-normalised. 0.67% of 350,000 active;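 active = mean inhibition of at least 50% after viability correction, with every replicate also passing that limit; inconclusive = mean reaches 50% but only one of two replicates passes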;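 note: firefly luciferase signal divided by Alamar Blue viability fluorescence both relative to DMSO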
# RAD52 anneal inh – inhibitors of human RAD52 DNA annealing; P43351; recombinant RAD52 DNA annealing, FRET fluorescence; inhibition, % at 18.7 µM; 0.46% of 360,000 active; AID 651710;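 active = every replicate showing at least 50% inhibition; inconclusive = mean inhibition at least 50% but not in every replicate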
# E-selectin induc – induces E-selectin expression in human endothelial cells. P16581. HUVEC E-selectin immunofluorescence imaging; normalized: neutral wells 0, TNF-alpha wells 100. activation, % at 7.58 µM. 0.37% of 260,000 active. AID 686992;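 active = mean E-selectin-positive cell signal at least 10% of the positive control, reached in at least 60% of replicates, without over 20% cell loss; inconclusive = no rule given, readout overlaps actives, possibly toxicity-flagged; inactive = the rest, including those meeting only one limit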;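 note: in these data hits start at about 27%; measured in HUVEC primary endothelial cells; signal is the percent of cells scored E-selectin positive by PE staining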
#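 Material: HUVEC primary endothelial cells; Amount: 3,000 cells per well; Dosing: single concentration; Medium: EGM-2 growth medium on 0.1% gelatin-coated wells; Read-out basis: percent E-selectin-positive cells; Signal: immunofluorescence imaging; Control set: TNF-alpha, DMSO.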
# The depositor's hits bear a star; ? = inconclusive; . = no result given; & = joins results of further samples.
SMILES,FN deposit inh,S100A4 MyoIIA,RAD54 inh,XiGFP reactiv,esBAF inh,EWS-Fli inh,RAD52 anneal inh,E-selectin induc
COC(=O)c1c(C)[nH]c(C)c1-c1cccc([N+](=O)[O-])c1,6.7,1.5,.,-0.1,.,14.9,-12.6,.
COc1ccc(C(C(=O)NCc2ccccc2)n2c(-c3ccccn3)nc3ccccc32)cc1 (stereo not given),-2.6,3.2,.,0.1,.,-8.5,-2.6,-0.2
N/C(=N\OC(=O)c1cccs1)c1ccccc1,17.9,-0.8,4.4,-0.1,18.4,-98.6,9.6,.
CC(=O)N(C)C[C@@H]1Oc2cc(C#C[C@@H](C)O)ccc2S(=O)(=O)N([C@@H](C)CO)C[C@H]1C,.,-12.5,-2.5,-1.4,1.0,-11.1,4.5,0.0
O=C(NC(=S)Nc1ccc2[nH]c(=O)[nH]c2c1)c1ccccc1Cl,5.3,-1.7,-20.1,0.1,0.1,4.3,-2.0,1.2
COc1ccc(OCCCC(=O)NNC(=O)CCN2CCN(c3ccccc3)CC2)cc1,7.1,0.7,14.5,0.0,.,8.5,-5.3,.
O=C(NC1(C(F)(F)F)NC(=O)N(c2ccc(F)cc2)C1=O)c1ccncc1 (stereo not given),0.9,-2.2,-0.2,0.0,.,6.4,-13.8,.
O=C(O)/C=C/c1ccc(S(=O)(=O)Nc2ccc(OCc3ccccc3)cc2)cc1,11.8,28.2,7.4,-0.1,1.8,-16.2,-13.0,-0.3
COc1ccc(C(C)(C)C)cc1NC(=O)CCn1[nH]c(=O)ccc1=O,-2.6,-33.8,-8.7,0.1,4.1,5.8,-3.4,-0.2
O=C(O)CCn1cc(/C=C/C(=O)c2ccc(Cl)cc2)c(-c2ccc(Br)cc2)n1,0.5,-3.9,.,-0.1,.,19.6,-5.5,0.1
CCN(c1ccccc1)S(=O)(=O)c1ccc(C(=O)Nc2ccc(C)cn2)cc1,-10.1,-1.1,17.8,0.1,19.9,-15.6,-13.8,.
COc1ccc(NC(=O)C(NCC(C)C)c2ccccc2)cc1Cl (stereo not given),2.6,-25.2,.,0.3,-4.8,4.1,-62.3,.
CO[C@H]1CN(C)C(=O)c2cc(NC(=O)c3ccc(F)cc3)ccc2OC[C@H](C)NC[C@H]1C,.,.,-11.2,-0.2,4.0,-2.9,.,3.7
CCC1Oc2ccccc2N(CC(=O)NCCCN2CCC(C)CC2)C1=O (stereo not given),.,-1.8,8.7,.,10.4,1.9,-21.3,.
CCNC(=O)C[C@@H]1C=C[C@@H](NS(=O)(=O)c2ccc(F)cc2)[C@@H](CO)O1,4.2&11.5,-0.3&-2.3,3.2,-0.1&0.0,-5.2,1.6&0.6,10.3&-6.9,-0.2&-0.1
S=c1[nH]nc(-c2ccccn2)n1/N=C/c1ccco1,-4.5,-18.6,-4.1,0.0,.,-4.2,-16.2,.
CO[C@@H]1CN(C)C(=O)c2cc(NC(C)=O)ccc2OC[C@H](C)N(Cc2cncnc2)C[C@H]1C,6.6,75.6*,.,0.0,.,.,-3.8,0.4
CN(C)CCN(C)C1CN(Cc2ccc(F)cc2)S(=O)(=O)C1 (stereo not given),.,-5.3,4.0,0.2,-5.2,-15.4,-2.8,-0.2
C[C@@H]1CN([C@H](C)CO)C(=O)c2cc(-c3ccncc3)cnc2O[C@@H]1CN(C)C(=O)C1CCCCC1,-3.3,-7.3,.,-0.5,.,0.8,14.8,0.6
C[C@@H]1CN([C@@H](C)CO)C(=O)c2cc(-c3ccccc3)cnc2O[C@H]1CN(C)C,-2.7,4.7,-7.6,-0.3,-5.6,-9.5,16.7,-0.1
CCOP(=O)(OCC)C(Nc1cccc(C)c1)c1ccc(F)cc1 (stereo not given),3.8,-4.3,.,0.1,.,7.1,1.1,-1.9
Cc1ccccc1-c1ccc(C2[C@@H]3CN(Cc4cocn4)C[C@H]2N3)cc1 (stereo not given in full),2.8&10.4,.,.,?,.,12.3&-9.7,.,0.2&0.2
N/C(=N\OC(=O)CCc1ccccc1)c1ccccc1Cl,10.4,0.1,.,0.2,.,-22.0,-2.2,-0.2
Cc1noc(C)c1NC(=O)N(C)C[C@H]1OCCCC[C@H](C)Oc2ccc(NC(=O)c3ccccc3)cc2C(=O)N([C@@H](C)CO)C[C@H]1C,0.6,23.4,-4.8,0.5,-1.1,-5.4,1.6,-0.2
C[C@H](CO)N1C[C@H](C)[C@H](CN(C)C)OCCCC[C@H](C)Oc2ccc(NS(C)(=O)=O)cc2C1=O,-1.1,2.8,9.1,0.4,2.1,-4.1,-7.8,0.0
O=C(CN1CCc2cc3c(cc2C1)OCCCO3)Nc1cccc([N+](=O)[O-])c1,10.7,-3.8,.,0.0,.,-6.5,-7.8,.
O=C(CCC(=O)N1CCSc2ccccc21)NCc1cccc(Cl)c1,13.0,5.0,-14.3,0.0,0.8,3.0,-6.6,0.0
CC[C@]12C(=O)N(C)C[C@H]([C@@H]3C(=O)N(Cc4ccccc4)C(=O)[C@@H]31)N2C(=O)c1ccc(C(C)(C)C)cc1,-2.1,2.3,2.8,-0.1,-10.5,-15.5,-16.4,-0.1
CC1(C(=O)NS(=O)(=O)c2ccc(C#N)cc2)CCN1C(=O)Cc1cccc2ccccc12 (stereo not given),-3.0,12.5,-5.7,-0.1,3.7,-6.9,-7.6,-0.3
CCCC(=O)Nc1ccc2c(c1)C(=O)N(C)C[C@H](OC)[C@@H](C)CN(Cc1ccncc1)[C@@H](C)CO2,3.8,.,.,-0.4,-5.4,-10.0,.,-0.1
C[C@H]1CN([C@@H](C)CO)C(=O)Cc2cc(NC(=O)c3ccncc3)ccc2O[C@@H]1CN(C)Cc1ccc(Oc2ccccc2)cc1,.,-13.0,-0.1,-0.1,2.0,-0.1,-27.3,10.8
COC(=O)N/N=C/c1ccc(OC(=O)/C=C/c2ccco2)cc1,-0.6,-3.1,1.1,0.0,.,0.3,-18.0,.
Cc1nn(CC(=O)NCCCN2CCC(N3CCCCC3)CC2)c(=O)c2cc(-c3ccccc3)nn12,0.8,-3.0,4.7,0.0,-4.0,.,0.0,1.0
O=P1(O)C=C(c2ccccc2)NC(c2ccccc2)=C1,.,0.6,9.1,.,-6.1,-0.2,-20.6,.
CSc1ccccc1NC(=O)CN(C)C(=O)c1ccc(NC(=O)c2cccs2)cc1,-9.1,-17.1,9.2,0.2,0.5,1.3,-31.0,.
CN(c1ccc(Cl)cc1)c1cc2c(c3c1ccn3C)C1CCC2O1 (stereo not given),-2.2,-6.2,-0.3,.,-0.1,1.0,-17.0,-1.3
Cn1c(=O)c(=O)n(C)c2cc(N3CCOCC3)c(NS(=O)(=O)c3ccc(F)c(Cl)c3)cc21,-7.7,13.7,.,0.0,.,.,3.6,.
Cc1noc(/C=C/N(C)C)c1S(=O)(=O)N1CCCC(C(=O)NCCC2=CCCCC2)C1 (stereo not given),6.1,-7.4,0.9,-0.2,1.9,2.5,-195.2,-0.1
COc1ccc(-c2n[nH]c(=S)n2N)c(OC)c1,-1.6,-1.3,-1.5,0.4,-1.0,2.0,-10.7,.
CCN(C[C@H]1[C@@H](c2ccccc2)[C@@H](CO)N1CC1CC1)C(=O)c1ccccc1F,-20.7,-7.5,.,-0.1,.,.,-7.2,0.0
Oc1ccc(-c2cnc(-c3ccc(O)cc3)nc2)cc1,-4.4,1.6,-5.7,0.0,8.3,.,-7.4,0.1
CC[C@@]12C(=O)N(c3cccc(F)c3)C(=O)N1[C@H](c1cccc(C)c1)[C@@H]1C(=O)N(Cc3ccccc3)C(=O)[C@@H]12,-3.5,-20.0,-12.4,0.0,4.5,-8.1,-24.8,-0.1
Cc1cccc(-n2c(C)nc3ccsc3c2=O)c1,-14.2,1.8,.,0.0,.,-4.4,-21.2,.
C/C=C/c1ccc2c(c1)O[C@H](CN(C)C(=O)Nc1ccc(F)cc1)[C@@H](C)CN([C@H](C)CO)S2(=O)=O,.,-24.9,3.6,-0.7,2.6,15.2,9.9,0.0
CCc1cccc(NC(=O)CCC(=O)O)c1,0.7,2.3,.,0.6,.,2.2,-9.4,-0.5
CCOC(=O)c1c(C)[nH]c(C(=O)OCc2ccc(C)cc2)c1C,.,-6.6,3.9,0.0,.,-49.9,-7.9,0.3
C#CCOCCOCCOCCNc1nc(N2CCN(C(=O)[C@H]([C@@H](C)CC)n3cc([C@@H](N)CO)nn3)CC2)nc(N2CCN(C(=O)[C@H](CCCCN)n3cc([C@@H](N)CO)nn3)CC2)n1,16.5,1.8,5.8,0.2,8.6,-12.4,24.4,0.4
COc1ccccc1S(=O)(=O)N[C@H]1CC[C@@H](CCNC(=O)C2CCCCC2)O[C@H]1CO,6.3,6.5,-2.5,0.3,1.8,-2.4,-8.4,-0.1
Cc1ccc(C(=O)N/N=C/c2ccc3c(c2)OCO3)o1,6.7,2.9,.,0.1,.,-47.4,-9.5,-0.9
O=C(O)CCCC(=O)Nc1cc([N+](=O)[O-])ccc1O,-3.7,-5.0,.,0.0,.,7.5,-20.3,.
CC(NC(=O)c1ccccc1)C(=O)NNC(=O)c1ccccc1Cl (stereo not given),3.5,3.8,-6.0,0.1,-6.4,4.5,-4.5,.
CCOC(=O)CNC(=O)Cn1cnc2c(cnn2-c2ccc(C)cc2)c1=O,7.4,6.8,-2.2,0.0,-14.2,-3.8,-12.6,1.8
OC[C@H]1Nc2ccc(C#Cc3ccccc3)cc2[C@@H]2[C@H]1CCN2Cc1nccs1,2.7,.,-4.0,0.2,12.7,-18.9,.,0.5
Cc1ccc(S(=O)(=O)N2CCOCC2)cc1NC(=O)COC(=O)C1=COCCO1,-0.5,-12.3,.,-0.1,.,0.7,-19.9,-1.4
N#CC(C(=O)NCc1ccco1)c1nc2ccccc2nc1N1CCOCC1 (stereo not given),.,-8.1,-22.5,.,-9.2,.,-116.1,.
CCOC(=O)[C@]12CCCC=C1N(CCC1=CCCCC1)C(=O)[C@H](CC(=O)NCc1ccc(OC)c(OC)c1)C2,6.2,0.0,.,0.4,.,-1.9,-14.9,-0.3
NC(=O)C1Cc2ccccc2CN1S(=O)(=O)c1ccc(Cl)s1 (stereo not given),-2.9,-0.3,5.5,-0.1,-3.3,1.9,-19.4,.
c1ccc(Cc2cnc(N3CCN(Cc4csc5ccccc45)CC3)nc2)cc1,12.8,-9.1,.,0.1,.,5.0,-129.2,-0.3
CCCc1cc(=O)oc2cc(C)cc(OC(C)C(=O)NCCCn3ccnc3)c12 (stereo not given),-3.5,2.0,-1.4,0.0,-7.5,.,-27.5,.
